Compound activity from PubChem.
CSN inh – blocks human CSN-mediated cullin deneddylation | Q92905 | Purified CSN, SCF-Nedd8-OG deneddylation, fluorescence polarization | inhibition, % at 12.5 µM | 360,000 tested, 0.38% active;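 active means pattern-corrected inhibition above about 35%, with an unprinted fluorescence ratio check between 0.5 and 1.5, limit read from the data, passing the limit was not always enough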;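 further: 0% = enzyme with substrate and 100% = substrate without enzyme; some results filed as inactive read as strong as hits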
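Assay system: HEK293T-derived human Csn5 enzyme; quantity: 0.24 nM enzyme; medium: Tris/NaCl/DTT buffer, pH 7.5; also added: substrate SCFSkp2-Nedd8OG, 10 nM; doses: 12.5 µM compound; schedule: 90 min reaction at room temperature; signal: FP; read-out: % inhibition of substrate cleavage by Csn5; benchmarks: substrate-only high control, full reaction low control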
FAS-TE inh – FAS thioesterase (human) inhibition. P49327. recombinant FAS-TE, OMFH fluorogenic substrate, fluorescence endpoint. inhibition, % at 15 µM. 360,000 tested, 0.67% active. AID 602261;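 active means compounds whose normalised, plate-corrected inhibition of enzyme fluorescence in the single-dose primary screen is 50% or more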;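 further: 0% = DMSO with enzyme and 100% = substrate without enzyme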
PABP1 MLLE inh – inhibitors of microRNA-mediated deadenylation, human PABP1 MLLE binding; AID 588489; GST-MLLE / FITC-PAM2 fluorescence polarization; inhibition, % at 20 µM; P11940; 360,000 tested, 0.36% active; in the data active means inhibition above about 35%, passing the limit was not always enough;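 further: plate controls were DMSO wells with GST-MLLE for no effect and wells lacking GST-MLLE protein for full effect; some results filed as inactive read as strong as hits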
MsrA inh – bovine MsrA inhibition; purified bovine MsrA, absorbance read-out; inhibition, % at 15.5 µM; 360,000 tested, 0.75% active; in the data active means inhibition above about 4.5%;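 further: 0% = vehicle wells with enzyme and 100% = reference inhibitor wells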
Rin1-Abl PPI inh – human Rin1-Abl interaction inhibition. inhibition, % at 7.35 µM. P00519+Q13671. 360,000 tested, 0.4% active. TR-FRET Rin1/Abl binding, biochemical; in the data active means inhibition above about 5%, passing the limit was not always enough
Target sequence (P00519 whole entry, looked up): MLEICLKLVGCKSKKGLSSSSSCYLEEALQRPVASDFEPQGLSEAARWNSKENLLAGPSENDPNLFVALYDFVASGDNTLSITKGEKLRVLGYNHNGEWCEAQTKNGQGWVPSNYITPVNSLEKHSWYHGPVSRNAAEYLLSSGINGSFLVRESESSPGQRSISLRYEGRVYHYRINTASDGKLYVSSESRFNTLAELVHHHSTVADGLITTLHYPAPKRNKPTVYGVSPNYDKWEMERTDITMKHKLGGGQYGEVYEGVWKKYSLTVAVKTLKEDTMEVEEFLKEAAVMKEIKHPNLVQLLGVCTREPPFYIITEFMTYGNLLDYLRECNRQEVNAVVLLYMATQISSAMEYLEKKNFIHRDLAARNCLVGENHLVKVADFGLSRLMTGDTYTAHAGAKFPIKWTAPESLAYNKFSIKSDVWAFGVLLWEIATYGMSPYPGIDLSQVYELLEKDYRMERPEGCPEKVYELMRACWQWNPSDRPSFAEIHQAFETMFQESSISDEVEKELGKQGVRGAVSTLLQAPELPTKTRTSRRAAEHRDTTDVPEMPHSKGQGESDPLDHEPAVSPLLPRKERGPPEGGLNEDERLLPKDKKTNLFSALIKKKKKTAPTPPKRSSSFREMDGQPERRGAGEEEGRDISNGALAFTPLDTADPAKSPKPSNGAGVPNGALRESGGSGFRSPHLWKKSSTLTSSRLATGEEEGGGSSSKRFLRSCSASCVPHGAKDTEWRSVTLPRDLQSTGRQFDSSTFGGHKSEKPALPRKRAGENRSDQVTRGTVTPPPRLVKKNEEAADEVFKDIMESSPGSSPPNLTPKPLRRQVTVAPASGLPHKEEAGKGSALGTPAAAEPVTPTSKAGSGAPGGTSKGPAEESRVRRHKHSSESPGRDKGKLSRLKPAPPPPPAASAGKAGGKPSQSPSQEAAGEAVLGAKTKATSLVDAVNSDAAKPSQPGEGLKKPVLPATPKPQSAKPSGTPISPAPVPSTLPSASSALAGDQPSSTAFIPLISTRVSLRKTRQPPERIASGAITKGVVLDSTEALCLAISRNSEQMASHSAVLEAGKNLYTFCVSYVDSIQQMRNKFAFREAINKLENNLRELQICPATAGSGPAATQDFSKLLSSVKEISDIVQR
Target sequence (Q13671 whole entry, looked up): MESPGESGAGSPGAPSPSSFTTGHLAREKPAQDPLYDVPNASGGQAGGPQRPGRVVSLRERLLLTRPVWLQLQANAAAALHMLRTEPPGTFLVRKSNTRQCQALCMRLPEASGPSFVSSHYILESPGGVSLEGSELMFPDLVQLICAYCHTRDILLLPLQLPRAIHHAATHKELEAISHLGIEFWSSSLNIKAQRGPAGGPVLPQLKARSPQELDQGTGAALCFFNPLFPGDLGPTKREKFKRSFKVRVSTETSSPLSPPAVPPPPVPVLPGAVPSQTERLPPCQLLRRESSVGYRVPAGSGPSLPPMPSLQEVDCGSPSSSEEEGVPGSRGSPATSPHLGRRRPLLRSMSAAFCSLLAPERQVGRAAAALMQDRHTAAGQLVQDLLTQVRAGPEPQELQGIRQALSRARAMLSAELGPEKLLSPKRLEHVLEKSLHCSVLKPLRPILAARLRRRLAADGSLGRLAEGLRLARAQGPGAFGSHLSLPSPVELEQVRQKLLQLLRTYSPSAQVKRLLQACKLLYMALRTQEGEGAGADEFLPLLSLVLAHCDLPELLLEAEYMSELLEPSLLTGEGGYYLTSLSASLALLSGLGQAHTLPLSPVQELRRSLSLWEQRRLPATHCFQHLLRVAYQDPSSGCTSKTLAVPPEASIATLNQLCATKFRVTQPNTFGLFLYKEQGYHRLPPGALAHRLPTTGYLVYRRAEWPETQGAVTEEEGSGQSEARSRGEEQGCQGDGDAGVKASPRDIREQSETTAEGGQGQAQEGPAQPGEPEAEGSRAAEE
Neddyl block – blocks human cullin neddylation; P61081+Q13564; calls only at 25 µM; AID 651699; TR-FRET cullin neddylation, biochemical; 360,000 tested, 0.58% active; in the data active means inhibition above about 36%
bovine MsrA act – activators of bovine methionine sulfoxide reductase A | activation, % at 10.6 µM | purified bovine MsrA, absorbance read-out | 360,000 tested, 0.3% active; in the data active means activation above about 7.5%;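 further: 0% = vehicle and 100% = reference activator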
E coli Lon inh – inhibits E. coli Lon protease; purified E. coli Lon protease, fluorescence polarization; inhibition, % at 7.94 µM; 360,000 tested, 0.42% active; AID 602123; in the data active means inhibition above about 13%, passing the limit was not always enough;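 further: 0% = enzyme with probe and DMSO and 100% = no enzyme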
TbMetRS inhib – blocks T. brucei methionyl-tRNA synthetase activity. purified T. brucei MetRS, ATP depletion, Kinase-Glo luminescence. inhibition, % at 11.9 µM. 360,000 tested, 0.4% active;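 active means inhibition above a per-plate cutoff of the control wells' mean inhibition plus 3 SD, cut at about 5.5% in these data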;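 further: 0% = DMSO wells median and 100% = median of wells with control inhibitor compound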
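Measured by: Kinase-Glo luciferase luminescence reporting remaining unconsumed ATP. Material: purified T. brucei MetRS enzyme. Doses: 11.9 µM compound single dose, 0.9% DMSO. Medium: HEPES buffer containing pyrophosphatase, BSA, spermine, DTT. Times: 15 min preincubation, 2 h reaction, all 25 °C. Reagent: methionine, ATP and bulk E. coli tRNA.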
Active calls of the source: *; i = inactive; . = not tested or not shown.

molecule,CSN inh,FAS-TE inh,PABP1 MLLE inh,MsrA inh,Rin1-Abl PPI inh,Neddyl block,bovine MsrA act,E coli Lon inh,TbMetRS inhib
Cc1cc(C)c(NS(=O)(=O)c2ccc3c(c2)n(C)c(=O)n3C)c(C)c1,-4,-18,0,-0.7,0,i,-2,-1,-0.5
CN(CCc1ccccc1)C(c1ccnc2ccccc12)c1nnnn1-c1ccc2c(c1)OCCO2 (stereo not drawn),5,28,.,-0.1,.,i,-3,-3,-0.8
COc1cccc(NC(=O)CN(C)C(=O)CCCc2c[nH]c3ccccc23)c1,5,-2,1,-1.7,2,i,-1,10,0.8
CCN(CC)Cc1c(C(=O)N2CCc3ccccc3C2)nc2ccc(Cl)cn12,-7,-4,0,0.7,3,i,-4,6,-0.1
CCn1c(CCNC(=O)c2cccs2)nnc1SCC(=O)Nc1nc(-c2ccccc2)cs1,-2,-6,-5,1.6,-5,i,-2,4,-0.4
O=C1CC(N2CCCCC2)C(=O)N1c1ccccc1 (stereo not drawn),1,-6,11,0.9,-2,i,-5,-5,-0.1
COc1ccc(Nc2nc(NCc3ccco3)nc(N/N=C/c3ccccc3Cl)n2)cc1,-13,17,6,2.1,1,i,-7,-9,-0.5
CCOc1ccc(C(=O)NC2CCN(S(=O)(=O)CC)CC2)cc1,2,-7,5,1.3,-1,i,1,5,-0.3
Cc1onc(-c2c(F)cccc2Cl)c1C(=O)N=C(N)N1CCCC1,-5,-2,-7,0.4,2,i,-5,-14,-0.8
O=C(CSc1nc2c(c(=O)n1-c1ccccc1)SCC2)N1CCOCC1,1,-8,5,1.4,1,i,7,-8,-0.1
Cc1ccc(CNC(=O)C2CC(c3ccccc3[N+](=O)[O-])=NO2)cc1 (stereo not drawn),0,-5,-1,-0.5,3,i,-2,0,-0.2
CN(C)S(=O)(=O)c1cccc(NC(=O)COc2ccccc2C(=O)NCc2ccccc2)c1,3,12,8,-0.7,1,i,5,-8,0.0
CC(C)Oc1ccc(C(CC(=O)O)c2ccc(F)cc2)cc1 (stereo not drawn),-7,-8,-1,-0.6,-1,i,-3,-41,-0.3
COc1ccc(NC(=O)CSc2nnc(C)c(=O)n2N)cc1,5,-1,22,0.1,-2,i,-7,-10,-0.4
CCOc1ccccc1NC(=O)CSc1ccc2nnc(-c3cccnc3)n2n1,-8,-4,-1,-0.3,-5,i,-5,-8,-0.5
CCOc1ccc(NC(=O)CSc2ccc(-c3ccco3)nn2)cc1,5,-4,21,-0.8,-3,i,-5,-8,0.7
Cc1ccc(S(=O)(=O)Nc2cc3c4c(c2)C(C)C(=O)N4CCC3)cc1 (stereo not drawn),-1,-6,14,0.1,2,i,-9,-3,-0.3
CC(C)(C)c1ccc(NC(=O)CON=C(N)c2ccccc2)cc1,-4,10,1,0.3,4,i,-5,2,-0.3
CC(=O)c1ccc(OCCCC(=O)NC2CCCc3ccccc32)cc1 (stereo not drawn),-6,-6,-5,-0.1,-2,i,-4,0,-0.4
CCN(CC)S(=O)(=O)c1cc(OC)c(Cl)cc1OC,-10,-2,4,1.4,2,i,-2,5,-0.1
O=C(c1cccc([N+](=O)[O-])c1)N1CCN(c2ccc(N3CCOCC3)nn2)CC1,-1,-6,10,-0.1,-1,i,-5,9,-0.4
CC(=O)Nc1ccc(S(=O)(=O)NCCC(=O)Nc2cc(C)ccn2)cc1,1,-5,5,0.1,1,i,-2,-9,-0.3
Cn1c(SCC(=O)NNC(=O)Nc2ccccc2)nnc1-c1ccccc1,0,-5,-5,0.1,-3,i,1,-3,-0.5
CC1=NN(c2cccc(F)c2)C(=O)/C1=C/c1ccc(N(C)C)cc1,-4,-5,4,-0.1,-1,i,-5,4,-1.1
CCC(C)[C@H](NC(=O)N1CCCCCC1)C(=O)OC (stereo partly drawn),-2,-5,-1,-0.1,0,i,-2,-8,0.2
O=C(COC(=O)CNC(=O)c1ccc(Br)cc1)Nc1nnc(-c2ccccc2)o1,1,-4,-13,-0.5,0,i,1,-7,-0.2
CCOC(=O)NCc1ccc(S(=O)(=O)Nc2ccc(C)cc2)cc1,-1,1,-6,1.1,-3,i,-2,0,0.1
CC1CCN(S(=O)(=O)N2CCCC(C(=O)NCc3ccc(F)cc3)C2)CC1 (stereo not drawn),-2,0,7,1.1,-2,i,-4,-2,0.0
COc1cc(C(=O)OCC(=O)N2CC(C)OC(C)C2)cc(OC)c1OC (stereo not drawn),0,-2,-1,-1.7,-4,i,-3,-5,-0.3
CCN(CC)S(=O)(=O)c1ccc(C(=O)NCC(=O)NCCCc2ccccc2)cc1,5,-4,0,1.2,-1,i,-2,-3,0.1
C/C(=N\c1nc2ccccc2n1C)c1cc(Cl)ccc1O,9,-6,3,-0.4,-5,i,0,7,0.2
COc1ccccc1CN(C)C(=O)c1ccc(S(=O)(=O)Nc2c(C)n(C)n(-c3ccccc3)c2=O)cc1,1,-9,0,-0.2,4,i,-2,-19,-0.1
CC(C)[C@H](NC(=O)c1ccco1)C(=O)NCc1ccccc1,-1,-2,0,0.9,-4,i,-3,0,-0.4
O=C(NCc1ccc(F)cc1)Nc1nnc([C@H]2C[C@H](O)[C@@H](CO)O2)s1,-1,-6,-7,-0.4,1,i,-7,0,-0.2
CN(C)CCNC(=O)c1cccc(S(=O)(=O)Nc2ccccc2F)c1,7,-5,-2,1.5,1,i,0,-1,-0.8
Cc1ccc(C(=O)CC(=O)c2cccc(F)c2)c(O)c1,4,8,11,1.2,0,i,-4,-5,-0.1
Cc1cccc2sc(NC(=O)CN3C(=O)c4ccccc4C3=O)nc12,-3,-2,-1,-0.3,-2,i,-1,9,-0.3
CN(C)CC1CCCCC1OC(=O)c1ccc(Cl)cc1Cl (stereo not drawn),-2,0,-9,1.0,-6,i,-1,4,0.3
CC1(C)CN(O)CCN1O,-5,-9,17,-1.2,-1,i,-10,-7,-1.0
O=C(CSc1cn(CCNC(=O)c2cccs2)c2ccccc12)NCc1ccccc1,-1,5,-1,2.3,-4,i,0,-1,-0.3
Cn1cc(Cc2ccc(C(=O)NCc3ccccc3)cn2)c2ccccc21,7,1,-11,1.3,-1,i,-5,-5,-1.8
CCC(=O)Nc1cccc(C2=NOC3(C2)C[C@@H](C(N)=O)N(C(=O)C2(C)CC2)C3)c1 (stereo partly drawn),3,-10,2,0.4,3,i,-5,-3,-0.1
Cc1ccc(-c2nn(-c3ccccc3)cc2C(=O)NN2CCN(C)CC2)cc1,-7,-3,-9,0.0,0,i,-2,-5,0.5
CCC(NC(=O)Nc1nnc(C(F)(F)F)s1)(C(F)(F)F)C(F)(F)F,2,-3,-6,-0.5,3,i,7,-2,0.1
Nc1nc(F)nc2c1ncn2[C@@H]1O[C@H](CO)[C@@H](O)[C@@H]1O,-1,-7,-4,1.0,4,i,2,-4,-0.8
O=C1CS/C(=C\[N+](=O)[O-])N1c1ccc(OC(F)(F)F)cc1,3,-8,-3,1.5,-2,i,-3,-6,-0.3
O=C(COC(=O)c1ccc2ncsc2c1)NCc1ccc(Cl)cc1,-3,3,-15,-0.7,-2,i,-3,-3,-0.3
CC(C)C(NC(=O)c1ccc(C(C)(C)C)cc1)C(=O)N1CCC(C(N)=O)CC1 (stereo not drawn),-4,-3,11,0.4,2,i,-4,5,0.0
Cc1ccccc1NC(=O)/C(C#N)=C\c1ccsc1,-1,-6,-3,2.4,-2,i,-7,2,-0.7
C=CCSc1nnc2c(n1)OC(c1c(C)[nH]n(-c3ccccc3)c1=O)Nc1ccccc1-2 (stereo not drawn),1,5,7,4.0,-1,i,-1,2,-0.2
O=C1c2ccccc2C(=O)N1Cc1ccco1,2,-5,-8,-2.2,1,i,-4,-2,-0.2
COc1cc2c3c(c1)C(C)CC(C)(C)N3C(=O)C2=O (stereo not drawn),0,-4,3,0.1,-14,i,-3,-3,-1.1
COc1ccc(NC(=O)c2cccc(F)c2)cc1Cl,-4,2,4,-0.3,0,i,1,4,-0.2
COc1ccc(S(=O)(=O)NCCC(=O)OCC(=O)NC2CC2)cc1,2,-6,-19,0.9,4,i,-2,4,0.0
Cc1ccc(Cl)cc1N1CCN(C(=O)CSc2ccsc2[N+](=O)[O-])CC1,6,37,-5,-0.1,-1,i,1,-5,0.7
O=C(c1cccnc1)N1N=C(C2CCCCC2)CC1(O)C(F)(F)F (stereo not drawn),-8,-4,7,0.4,-2,i,-3,8,-0.3
CCOC(=O)c1cnc2cc(F)c(F)cc2c1N1CCOCC1,-1,-4,7,1.6,-2,i,-3,-1,-0.8
CCOC(=O)C1CCCN(C(=O)CSc2ccc(NC(C)=O)cc2)C1 (stereo not drawn),1,-8,30,-0.8,-1,i,0,1,0.6
Cc1ccc(N2CC(C(=O)N3CCC(c4nc5ccccc5[nH]4)CC3)CC2=O)cc1C (stereo not drawn),2,-2,3,0.8,1,i,-2,-12,0.1
Cc1cc(C(N)=O)c2ccccc2n1,-1,-10,4,0.3,2,i,-2,-6,-0.6

(continued)
molecule,CSN inh,FAS-TE inh,PABP1 MLLE inh,MsrA inh,Rin1-Abl PPI inh,Neddyl block,bovine MsrA act,E coli Lon inh,TbMetRS inhib
COc1cccc(CN2CC(C(=O)NCCOc3cccnc3)CCC2=O)c1 (stereo not drawn),-4,-4,-6,0.2,-1,i,-11,-4,-0.7
O=C(CCCc1cccs1)Nc1ccc2c(c1)OCO2,-3,4,16,1.8,2,i,-1,-5,1.1
COc1ccc(CCN2CC3=C(C2=O)C(c2ccccc2)NC(=O)N3C)cc1OC (stereo not drawn),-2,-6,15,1.6,7,i,-3,-10,-0.7
O=C(NC(=S)NCCc1ccccn1)c1ccco1,1,-1,17,0.6,-1,i,1,7,-0.3
Cc1ccc(-c2cc3nc(C)cc(NCc4ccco4)n3n2)cc1,2,17,-26,1.8,3,.,-8,-3,-2.0
S=C(NCCc1cccc(Cl)c1)NC1CCCCC1,2,12,-8,0.1,-5,i,-3,2,0.1
CCC(C)NC(=O)Nc1ccccc1F (stereo not drawn),-6,-6,1,-0.7,-1,i,2,-9,-0.6
O=C(/C=C/c1ccccc1)Nc1ccc(NC(=O)c2cccs2)cc1,-2,0,-1,1.2,0,i,-4,-1,-0.5
CN(CC(=O)Nc1c(Cl)cccc1Cl)C(=O)c1sccc1-c1ccccc1,-1,2,-4,-0.1,-1,i,-1,-1,-0.4
CC(=O)Nc1ccc(S(=O)(=O)Oc2cccc(/C=N/N=C3/NC(=O)C(CC(=O)O)S3)c2)cc1 (stereo not drawn),-7,-7,-41,4.1,0,i,-11,-7,-0.7
N#C/C(=C\c1ccc[nH]1)C(=O)Nc1ccccc1Cl,0,-5,27,0.4,-3,i,-2,-6,-0.1

Record cards (already shown). Order of screens: CSN inh, FAS-TE inh, PABP1 MLLE inh, MsrA inh, Rin1-Abl PPI inh, Neddyl block, bovine MsrA act, E coli Lon inh, TbMetRS inhib
Cc1ccc(S(=O)(=O)Nc2cc3c4c(c2)C(C)C(=O)N4CCC3)cc1 (stereo not drawn) across the screens: -1, -6, 14, 0.1, 2, i, -9, -3, -0.3
COc1ccc(NC(=O)CSc2nnc(C)c(=O)n2N)cc1 across the screens: 5, -1, 22, 0.1, -2, i, -7, -10, -0.4
